Screens from PubChem BioAssay.
pAkt inh – inhibitors of Akt phosphorylation; AID 651550; activity change, % for hits at 50 µM; Neuro2A IGF-stimulated pAkt S473 HTRF, 20 min; stronger effect = lower value; 360,000 compounds, 0.32% hits; in the data active = activity change below about -80%; inconclusive = mostly about -51% to -80%; also: % is scaled to controls: 0 for no effect and ±100 for the full control effect
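Neuro2A cells in DMEM with 0.5% FBS, overnight at 37 deg C, given compound at single 50 µM final, then IGF (6 nM final) for 20 min at 37 deg C. Lysed; phospho-Akt Ser473 by HTRF after 24 h, 665/615 ratio.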
Mm-Cpn inhibitor – M. maripaludis TRiC chaperonin inhibition. 330,000 compounds, 0.031% hits. purified Mm-Cpn ATPase, ADP Transcreener TR-FRET. Potency, µM (top dose mostly 76.9 µM), without a hit: at the top dose activity, negative = inhibition, hits mostly inhibitors; also: potency is read from the fitted curve at half-maximal effect; % is scaled to controls: 0 for no effect and ±100 for the full control effect; nearly all actives have a fitted effect of over 80% in size
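TR-FRET (320 nm excitation; 590 and 665 nm emission) reports ADP made from 10 uM ATP by 25 nM enzyme; compounds were preincubated 10 min, reaction run 30 min, both at 37°C.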
HepG2 viability – HepG2 cytotoxicity, counter-screen for TGF-b inhibitors; HepG2 CAGA-GFP viability, ATP luminescence, 18 h; Potency, µM (series often up to 46.1 µM), without a hit: at the highest dose activity change, negative = cytotoxicity, most hits filed as cytotoxic; 410,000 compounds, 0.76% hits; also: potency is read from the fitted curve at half-maximal effect; some results filed as inactive show a strong effect at the top dose
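HepG2 CAGA-GFP cells (1000/well, DMEM with 1% FBS) received compound, then TGF-beta at 500 pg/mL final, and were incubated 18 hours at 37 degrees C. Viability was read by CellTiter-Glo luminescence. Media-only wells were set as complete cell-killing and DMSO as no toxicity.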
Abeta yeast res – A-beta toxicity reversal in yeast. yeast expressing A-beta42, growth rescue, OD600, 48 h; response scale: 0% DMSO, 100% iron-clioquinol control. Potency, µM (doses to about 46.1 µM), inactives show top-dose growth rescue, most hits filed as activators. 410,000 compounds, 0.063% hits. AID 1347071; also: potency is read from the fitted curve at half-maximal effect; nearly all actives have a fitted effect of over 55% in size
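Yeast A-beta toxicity model in growth medium with pinned compounds, 48 h at 30 C; growth read as absorbance at 600 nm. Normalized to FeCl3/clioquinol equimolar mix (positive) and DMSO (negative).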
CCT chaperon mod – changes cytosolic chaperonin activity | purified chaperonin ATPase assay, HTRF ADP detection, 30 min | activity change, % (no concentration beside the values), hits read low | 360,000 compounds, 0.3% hits; in the data active = activity change below about -30%; also: % is scaled to controls: 0 for no effect and ±100 for the full control effect
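TRiC (40 or 20 nM final, by batch activity) in 30 mM Tris pH 7.4, 100 mM KCl, 5 mM MgCl2, 1 mM DTT was treated with compound at 76 uM single dose, then 10 uM ATP, 30 min at 37 °C. ADP was read by HTRF Transcreener.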
Nrf2 activator – activates Nrf2 signaling. AREc32 ARE-luciferase reporter (MCF7-derived line), luminescence, 24 h. Potency, µM (top dose mostly 46.1 µM), without a hit: top-dose activation, most hits filed as activators. 410,000 compounds, 0.31% hits. AID 624171; also: potency is read from the fitted curve at half-maximal effect; % of control where 0% means no effect; nearly all actives have a fitted effect of over 65% in size
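Luminescent ARE reporter assay in AREc32_Fluc cells: overnight plating at 37 deg C, 24 hr compound incubation, Steady-Glo added, 30 min RT before reading.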
Nrf2 inh – blocks Nrf2 signaling; A549 ARE-Fluc reporter, luciferase luminescence, 18-24 h; Potency, µM (top dose mostly 46 µM), for the others: at the top dose activity change, negative = inhibition, hits mostly inhibitors; 360,000 compounds, 2.1% hits; AID 504444; also: potency is read from the fitted curve at half-maximal effect; % is scaled to controls: 0 for no effect and ±100 for the full control effect; nearly all actives have a fitted effect of over 60% in size
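A549 ARE_Fluc cells, 5000/well, 5% FBS OPTI-MEM; compounds in dose-response, 18-24 h at 37 °C/5% CO2; CellTiter-Fluor viability read (Ex 405/Em 525), then BugLite luciferase luminescence = Nrf2 activity.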
A549 viability – A549 cytotoxicity, counter-screen for Nrf2 inhibitors; A549 ARE-Fluc cells, CellTiter-Fluor viability, 18-24 h; Potency, µM (top dose mostly 46 µM), without a hit: top-dose activity change, negative = cytotoxicity, most hits filed as inhibitors; 390,000 compounds, 0.16% hits; AID 504648; also: potency is read from the fitted curve at half-maximal effect; % is scaled to controls: 0 for no effect and ±100 for the full control effect
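Cytotoxicity counterscreen: CellTiter-Fluor fluorescence was measured in A549 ARE_Fluc cells after 18-24 h of compound exposure in a concentration series. The subsequent BugLite luminescent read reports ARE-luciferase activity.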
TGFb inhibitor – TGF-b pathway inhibition | HepG2 CAGA-GFP TGF-b/SMAD3 reporter, GFP fluorescence, 18 h; TGF-beta stimulated, 500 pg/mL final | Potency, µM (series often up to 46.1 µM), without a hit: top-dose activity, negative = inhibition, hits mostly inhibitors | 410,000 compounds, 1.2% hits; also: potency is read from the fitted curve at half-maximal effect; % is scaled to controls: 0 for no effect and ±100 for the full control effect; nearly all actives have a fitted effect of over 65% in size
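First, reporter cells (HEPG2 CAGA-GFP) rested 2 h at 37 degrees C. Next, compounds were pinned in and TGF-beta added to 500 pg/mL final. After 18 h, GFP was imaged per cell and summed per well.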
Numbers without * were called inactive; i = inactive; ? = inconclusive; . = no result given; & = joins results of further samples; [ ] = remark or other dose. Unless noted, calls follow the shape of the dose curve; as a rule, active = well fitted curve in the direction sought with a large enough effect; inconclusive = small, poorly fitted or top-dose-only effect, or another doubt; inactive = no such curve, though single readings can be large; an effect the other way counts as inactive or inconclusive.

SMILES	pAkt inh	Mm-Cpn inhibitor	HepG2 viability	Abeta yeast res	CCT chaperon mod	Nrf2 activator	Nrf2 inh	A549 viability	TGFb inhibitor
CC(=O)NS(=O)(=O)c1ccc(NC(=O)COc2ccc(C(=O)c3ccccc3)cc2)cc1	i	-0.8%	-1.8%	1.5%	-3.3	-0.3%	-0.6%	-3.7%	-4.8%
CN(CCOc1ccccc1)C(=O)c1cc(S(=O)(=O)N2CCCCC2)ccc1Cl	i	1.5%	1.9%	4.4%	0.0	0.1%	?	-8.8%	-16.0%
COc1ccc(/C=C2/Sc3ccc(C(=O)NCCN4CCCCCC4)cc3NC2=O)cc1	.	-1.9%	12.6µM*	-21.2%	-1.3	3.1%	-4.7%	-21.7%	25.1µM*
CCN(C#N)c1nc(N(C)C)nc(N(C)C)n1	i	0.1%	1.7%	4.2%	-1.3	0.4%	0.6%	-17.4%	28.3%
Cc1cccn2c(=O)c3cc(C#N)c(=NC(=O)c4cccs4)n(CC(C)C)c3nc12	i	-16.8%	-15.9%	-11.2%	-3.4	-0.5%	?	0.4%	11.2%
Cc1noc(C)c1CCC(=O)Nc1cc(Cl)ccc1C(=O)O	i	.	1.6%	5.4%	-0.8	-2.5%	.	.	-0.6%
O=C(CN1CCN(c2cccc(Cl)c2)CC1)NC1CCCc2ccccc21 (stereo not given)	i	2.0%	-1.3%	?	-0.5	0.0%	-13.4%	-8.0%	-2.2%
COc1ccc(CNC(=O)Cc2c(C(=O)O)[nH]c3ccccc23)c(OC)c1	i	0.0%	-5.3%	-0.8%	-0.9	0.0%	-6.7%	-0.5%	-17.0%
CN(C)CCNC(=O)Cn1c(=O)c2cccn2c2ccc(F)cc21	i	-0.7%	3.2%&10.8%	-1.2%&-25.3%	0.1	-0.6%&0.6%	1.7%&-3.9%	-2.1%&6.7%	12.5%&-8.6%
CN(CC(=O)Nc1ccc(F)cc1)C(=O)CN1C(=O)c2ccccc2C1=O	i	0.3%	-8.2%	2.0%	-1.4	0.3%	3.1%	0.4%	-3.6%
N#Cc1cccc(S(=O)(=O)N2CCN(S(=O)(=O)c3ccc4c(c3)OCCO4)CC2)c1	.	.	4.3%	.	.	.	2.6%&0.8%	3.9%&-1.2%	-1.6%
COc1cn(-c2ccccc2)nc1C(=O)NCc1ccc(C)cc1	i	-0.5%	1.7%	-1.4%	0.5	0.5%	2.0%	1.0%	1.9%
O=C(Nc1nnc(SCc2ccc(Cl)cc2)s1)C1CC(=O)N(Cc2ccccc2)C1 (stereo not given)	i	-0.5%	0.0%	-2.5%	-0.7	-0.4%	?	10.0%	?
COc1cccc(NC(=S)N(Cc2ccccn2)Cc2ccccc2Cl)c1	i	-2.3%	-3.6%	?	-0.9	2.1%	2.3%	-3.7%	6.4%
Cc1cccc(C)c1OCC(=O)N/N=C/c1cc2c(cc1[N+](=O)[O-])OCO2	i	-0.1%	-26.6%	9.8%	1.5	-0.1%	?	?	15.9%
COC(=O)c1ccc(Nc2nc(-c3ccncc3)nc3ccccc23)cc1	i	-4.9%	-1.2%	15.6%	-0.4	0.2%	0.3%	4.6%	45.5%[activator]
Cc1cccc(N2CCN(C(=O)c3ccc(NS(=O)(=O)c4c(C)noc4C)cc3)CC2)c1C	i	1.7%	-1.3%	26.4%	1.6	-0.8%	-19.6%	-4.2%	0.2%
CCS(=O)(=O)N1CCCC(C(=O)NCCCN(C)Cc2ccccc2)C1 (stereo not given)	.	0.9%	-4.9%	9.5%	0.3	-0.2%	28.1%	-5.9%	-1.3%
Cc1cc(NC(=O)CSc2nc(-c3ccccc3C)nc3c2c(=O)n(C)c(=O)n3C)no1	.	.	11.9%	-0.4%	.	-0.6%	.	-3.4%	-2.1%
CCCC1=NN2C(=N)/C(=C\c3ccc(SCc4ccco4)o3)C(=O)N=C2S1	i	1.4%	-5.1%	5.6%	0.5	?	-0.2%	?	?
COc1ccc(CCNC(=O)c2cn(C)c3ccc(S(=O)(=O)N(C)C4CCCCC4)cc3c2=O)cc1OC	.	.	5.7%	-10.1%	.	0.3%	8.3%	11.4%	16.0%
O=C(Oc1ccc2cc(Br)ccc2c1)c1cccnc1	i	-0.9%	12.8%	33.0%	-0.5	0.2%	3.4%	-1.2%	-3.9%
CCOc1ccccc1NC(=O)c1cccc(NC(=O)CC(c2ccccc2)c2ccccc2)c1	.	-1.8%	-28.0%	4.1%	-0.6	0.4%	?	-9.0%	0.2%

Structural class, those above containing four or more nitrogen atoms.
SMILES	pAkt inh	Mm-Cpn inhibitor	HepG2 viability	Abeta yeast res	CCT chaperon mod	Nrf2 activator	Nrf2 inh	A549 viability	TGFb inhibitor
CCN(C#N)c1nc(N(C)C)nc(N(C)C)n1	i	0.1%	1.7%	4.2%	-1.3	0.4%	0.6%	-17.4%	28.3%
Cc1cccn2c(=O)c3cc(C#N)c(=NC(=O)c4cccs4)n(CC(C)C)c3nc12	i	-16.8%	-15.9%	-11.2%	-3.4	-0.5%	?	0.4%	11.2%
CN(C)CCNC(=O)Cn1c(=O)c2cccn2c2ccc(F)cc21	i	-0.7%	3.2%&10.8%	-1.2%&-25.3%	0.1	-0.6%&0.6%	1.7%&-3.9%	-2.1%&6.7%	12.5%&-8.6%
O=C(Nc1nnc(SCc2ccc(Cl)cc2)s1)C1CC(=O)N(Cc2ccccc2)C1 (stereo not given)	i	-0.5%	0.0%	-2.5%	-0.7	-0.4%	?	10.0%	?
COC(=O)c1ccc(Nc2nc(-c3ccncc3)nc3ccccc23)cc1	i	-4.9%	-1.2%	15.6%	-0.4	0.2%	0.3%	4.6%	45.5%[activator]
Cc1cccc(N2CCN(C(=O)c3ccc(NS(=O)(=O)c4c(C)noc4C)cc3)CC2)c1C	i	1.7%	-1.3%	26.4%	1.6	-0.8%	-19.6%	-4.2%	0.2%
Cc1cc(NC(=O)CSc2nc(-c3ccccc3C)nc3c2c(=O)n(C)c(=O)n3C)no1	.	.	11.9%	-0.4%	.	-0.6%	.	-3.4%	-2.1%
CCCC1=NN2C(=N)/C(=C\c3ccc(SCc4ccco4)o3)C(=O)N=C2S1	i	1.4%	-5.1%	5.6%	0.5	?	-0.2%	?	?
